FXN GAA850 act = increases GAA850 frataxin promoter reporter activity | HEK293 lucGAA850 FXN promoter luciferase reporter, 24 h; percent of 10 µM SAHA response | activation, % at 6 µM | hit rate 0.56% among 360,000;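 active means activation above the average of all compounds screened plus 3 SD, cutoff fixed separately per campaign, cut at about 7.5% in these data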;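 further: 0% = DMSO wells and 100% = 10 µM SAHA wells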
DAX1 inh-1 = inhibits human nuclear receptor DAX1; P51843; HEK293 Gal4-DAX1 luciferase reporter, luminescence; inhibition, % at 6.75 µM; hit rate 0.99% among 340,000; AID 504766;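 active means inhibition above the mean over all tested compounds plus 3 SD, cut at about 4.2% in these data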;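 further: 0% = DAX1-transfected cells with DMSO and 100% = empty-vector control cells with DMSO; inhibition shows as a rise in luminescence from relieved DAX1 repression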
Target sequence (P51843 207-470 limits assumed): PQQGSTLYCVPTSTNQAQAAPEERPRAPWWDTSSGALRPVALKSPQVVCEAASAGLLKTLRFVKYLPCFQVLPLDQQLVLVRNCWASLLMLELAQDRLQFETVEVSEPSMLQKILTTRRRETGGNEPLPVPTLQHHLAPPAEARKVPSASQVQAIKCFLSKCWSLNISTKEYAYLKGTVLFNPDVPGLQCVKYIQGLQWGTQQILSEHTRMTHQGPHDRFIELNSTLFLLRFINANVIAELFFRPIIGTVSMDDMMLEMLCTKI
GC-A act = GC-A (human) enzyme activation. P16066. HEK293 GC-A cells, cGMP TR-FRET, EC30 ANP; 0% at EC30 ANP, 100% saturating ANP. activation, % at 10 µM. hit rate 0.14% among 370,000. AID 1671463; in the data active means activation above about 40%
hcDAF-12 act = activates DAF-12 receptor from parasite H. contortus | HEK293 hcDAF-12 lit1-tk-luc reporter, luminescence; 0% DMSO, 100% Δ7-dafachronic acid | activation, % at 6.8 µM | hit rate 1.4% among 370,000;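 active means activation above the mean of all tested compounds plus 3 SD, cut at about 5.5% in these data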;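 further: 100% = response to 3 µM Δ7-dafachronic acid high control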
ssDAF12 agonist = activators of S. stercoralis DAF-12 nuclear receptor; activation, % at 6.8 µM; AID 652126; hit rate 1% among 370,000; HEK293 ssDAF-12/GRIP1 lit1-tk-luc reporter, luminescence; % of 3 µM dafachronic acid response;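 active means activation above the mean over all tested compounds plus 3 SD, cut at about 0.9% in these data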;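 further: 0% = DMSO-only wells and 100% = 3 µM delta7-dafachronic acid wells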
ADAM10 inh = ADAM10 inhibition, QFRET primary screen; recombinant ADAM10, EDANS/DABCYL FRET peptide cleavage, 3 h; inhibition, % at 7 µM; hit rate 0.62% among 370,000;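 active means inhibition above a per-campaign cutoff equal to the mean of compounds falling between control-based bounds plus 3 SD, cut at about 20% in these data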;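 further: 0% = DMSO wells while the 100% control is not disclosed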
hgDAF-12 ag = hgDAF-12 agonism, primary luciferase screen. HEK293 GAL4-hgDAF12 UAS-luciferase reporter, agonist luminescence; normalized to butyrate control. activation, % at 6.8 µM. hit rate 1.8% among 370,000;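 active means activation above a cutoff set at the mean of all screened compounds plus 3 SD, cut at about 10% in these data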;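 further: 0% = DMSO wells and 100% = sodium butyrate wells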
SMARCA2 act = SMARCA2 function activation, primary screen | MG213 cells, MMTV-luciferase reporter, dexamethasone, overnight | activation, % at 9.1 µM | hit rate 1% among 370,000 | AID 652017; in the data active means activation above about 7.8%;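 further: 0% = vehicle wells and 100% = reference activator wells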
ADAM17 inh = ADAM17 inhibition, QFRET primary screen; inhibition, % at 6.95 µM; recombinant ADAM17, EDANS/DABCYL FRET peptide cleavage; hit rate 0.83% among 370,000;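 active means inhibition above the mean of compounds lying between control limits plus 3 SD, set per campaign, cut at about 8.5% in these data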;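 further: 0% = DMSO-only wells as the low control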
Target sequence (P78536 215-824 limits assumed): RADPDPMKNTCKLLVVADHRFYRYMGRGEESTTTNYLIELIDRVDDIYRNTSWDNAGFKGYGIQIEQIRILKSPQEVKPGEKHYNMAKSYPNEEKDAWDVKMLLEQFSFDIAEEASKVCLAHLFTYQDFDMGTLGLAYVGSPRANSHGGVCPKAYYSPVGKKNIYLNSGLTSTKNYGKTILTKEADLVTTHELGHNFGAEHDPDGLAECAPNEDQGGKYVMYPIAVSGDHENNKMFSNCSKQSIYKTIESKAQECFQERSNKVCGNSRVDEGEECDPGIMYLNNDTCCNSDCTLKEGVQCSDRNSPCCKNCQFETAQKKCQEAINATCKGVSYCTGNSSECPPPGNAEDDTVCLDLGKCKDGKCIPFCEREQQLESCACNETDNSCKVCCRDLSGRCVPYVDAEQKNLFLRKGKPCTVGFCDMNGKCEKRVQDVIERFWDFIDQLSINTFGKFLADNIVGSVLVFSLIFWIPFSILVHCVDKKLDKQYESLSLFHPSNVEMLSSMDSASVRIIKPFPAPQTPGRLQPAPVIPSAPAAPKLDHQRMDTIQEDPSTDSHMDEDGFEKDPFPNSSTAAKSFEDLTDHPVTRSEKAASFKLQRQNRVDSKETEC
PG9 Ab binder = PG9 antibody binding by small molecule; TR-FRET gp120-PG9 antibody binding; AID 624416; hit rate 0.43% among 360,000; inhibition, % at 6.7 µM; in the data active means inhibition above about 8.5%
DAX1 inh-2 = DAX1 (NR0B1) inhibition, primary screen | HEK293T StAR-luciferase reporter, SF-1/DAX-1 repression relief | inhibition, % at 6.8 µM | hit rate 1.1% among 370,000 | AID 652010;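 active means inhibition above the mean over all tested compounds plus 3 SD, cut at about 3.6% in these data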;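 further: 0% = DAX-1 cells with DMSO and 100% = cells lacking DAX-1 with DMSO; higher inhibition means more luminescence from relief of DAX-1 repression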
Active calls of the source: *; i = inactive; . = not tested or not shown.

SMILES	FXN GAA850 act	DAX1 inh-1	GC-A act	hcDAF-12 act	ssDAF12 agonist	ADAM10 inh	hgDAF-12 ag	SMARCA2 act	ADAM17 inh	PG9 Ab binder	DAX1 inh-2
COc1ccc(OCC(=O)Nc2ccc(N3CCN(C(=O)c4ccccc4C)CC3)cc2)cc1	-0.7	-1.1	0	-0.5	-1.7	-4	-5.5	-2	2	-1.8	-1.5
Cc1[nH]c(C)c(S(=O)(=O)Nc2cccc(Cl)c2C)c1C(=O)N1CCCC1	1.9	0.4	4	0.0	-0.5	-1	0.8	-2	-4	-0.7	-0.2
O=C(CN1CCN(c2ccc(Cl)cc2)CC1)Nc1ccc(F)cc1	-0.8	-0.1	6	-2.4	-1.8	0	-0.6	-2	-1	-0.8	0.0
O=C(Cc1ccccc1)NCC(=O)Nc1cc(Cl)ccc1Cl	0.4	0.6	2	-0.2	-0.6	3	-0.1	-1	-1	-0.8	0.3
N#CC(=C1CCCC1)c1nc(-c2ccccc2)cs1	9.5*	5.2*	-11	7.5*	1.7*	4	17*	6	-3	-2.1	2.2
Cc1ccc(-n2ncc(C(=O)N3CCc4ccccc4C3)c2NC(=O)c2ccco2)cc1C	-0.9	-1.5	-1	0.4	-1.4	-7	-0.6	-3	-6	1.0	-0.6
Cn1c(=O)c2c(ncn2CC(=O)N/N=C/C=C/c2ccco2)n(C)c1=O	1.6	2.2	-3	1.3	0.3	-5	0.0	0	-2	-6.5	-0.1
COc1ccccc1Nc1nc(-c2c(C)nc3ncccn23)cs1	0.4	-3.2	9	-4.5	-2.7	-9	-6.9	-6	-11	-3.8	-2.5
Cc1ccc2c(c1)N(C(=O)CCC(=O)NC1CCN(Cc3ccccc3)CC1)CC(C)O2 (centres undefined)	0.3	-0.8	-4	-1.8	-1.6	-7	0.7	-2	0	-1.9	-0.6
CCOc1ccc(CN(C)C(=O)c2cccnc2OCC)cc1OC	0.2	0.0	1	0.2	-1.9	0	1.8	-5	0	-1.6	-0.1
CC(C)(C)NC(=O)C(c1ccc(F)cc1)N(CC1CCCO1)C(=O)CCC(=O)Nc1ccccn1 (centres undefined)	-0.4	-0.7	-1	-0.9	-0.9	-2	0.1	-1	5	1.9	0.7
CCOc1ccc(C(=O)NC(=S)Nc2ccc(NC(=O)CC)cc2)cc1[N+](=O)[O-]	1.6	-2.0	-2	-1.7	-1.5	-2	-1.6	-2	4	-2.3	-1.1
CC1CC(C)CN(CC(C)(C)NS(=O)(=O)c2ccccc2)C1 (centres undefined)	3.4	-0.9	2	-1.4	-1.4	5	1.3	3	-1	-1.4	0.0
O=[N+]([O-])c1ccc(CC(Cl)c2ccccn2)cc1 (centres undefined)	3.1	-0.5	-2	-0.1	-1.2	3	5.6	1	4	-0.1	0.9
CCOc1ccc(N2CC(C(=O)NCCN3C(=O)S/C(=C\c4ccc(OC)cc4)C3=O)CC2=O)cc1 (centres undefined)	2.4	0.6	-2	-1.8	-1.0	-1	-0.4	-2	0	-2.0	0.9
COC(=O)c1ccc(COc2ccc3ccc(=O)oc3c2)o1	-1.0	1.3	1	1.2	-0.7	-129	0.5	-1	-37	0.6	-0.2
O=C1C2CCCN2C(c2ccccc2)N1c1cccc(Cl)c1 (centres undefined)	2.2	1.1	-13	0.4	-1.1	-15	0.9	-3	-3	-2.8	-0.2
O=C1C=C(O)c2[nH]c(=O)ccc2C1=O	-2.4	0.5	-7	-0.9	-0.6	-10	-3.1	0	-4	-14	-0.1
C=CCn1c(SCC(=O)N2N=C(c3ccco3)CC2c2ccco2)nnc1-c1ccncc1 (centres undefined)	1.7	-1.3	2	-3.1	-1.8	2	-1.1	-1	-5	0.2	-0.8
Cc1ccc2c(CC(=O)OC3CCOC3=O)coc2c1 (centres undefined)	2.0	1.4	43*	-1.9	-0.9	-9	-0.8	-1	-2	1.6	-0.1
O=C(Nc1ccc(S(=O)(=O)N2CCOCC2)cc1)c1ccc(Cl)cc1	0.5	-0.8	-3	-1.7	-2.0	-4	-2.7	-2	0	1.4	-1.7
CC(=O)N1c2ccc(S(=O)(=O)N3CCC(C(=O)NC(C)c4ccccc4)CC3)cc2CC1C (centres undefined)	0.7	-0.1	2	-0.1	-1.1	-12	-2.5	-3	4	-0.1	-0.6
CCN1CCC(NC(=O)Nc2ccc(F)cc2F)CC1	-2.6	2.6	-2	-0.4	-0.6	7	2.7	2	0	-2.9	-0.4
Cc1cc(NC(=O)CCC(=O)N(CC(=O)NCC2CCCO2)c2cccc(F)c2)no1 (centres undefined)	1.1	0.5	5	0.1	-0.9	-5	-1.6	1	1	0.6	0.0
CC1CCCC(NC(=O)c2ccc(CNc3c(N4CCCC4)c(=O)c3=O)cc2)C1C (centres undefined)	1.1	2.1	-2	0.6	-1.7	2	0.6	-2	1	-2.1	-0.2
COc1cccc(-c2c(NC(=O)c3ccco3)oc3ccccc3c2=O)c1	-0.7	1.8	2	-1.7	-1.1	-7	-0.8	1	2	-0.4	0.0
CCOC(=O)[C@]12CCC=C1N(Cc1ccc(Cl)cc1Cl)C(=O)[C@H](CC(=O)NCCCN1CCCC1=O)C2	.	.	-4	-3.1	-1.0	-4	-2.8	-6	-3	-3.6	-1.0
Cc1ccc(NC(=O)c2ncn(CCCN3CCN(Cc4cccc5ccccc45)CC3)n2)cc1C	-2.3	-1.5	1	-1.7	-1.2	16	-1.4	-5	7	0.8	-0.6
CC(C)C12CCC(C(=O)O)C(C1)C(=O)O2 (centres undefined)	-2.0	1.7	1	1.8	-1.1	0	1.4	1	-2	-0.5	0.6
Cc1ccccc1NC(=S)NC(NC(=O)c1ccccc1C)C(Cl)(Cl)Cl (centres undefined)	-4.9	-0.5	-3	-2.1	-1.6	7	-0.2	1	-1	1.6	-0.8
CC1CC(C)CN(CCCNC(=O)C2CCN(S(=O)(=O)N3CCCCC3)CC2)C1 (centres undefined)	1.2	0.5	0	-0.6	-0.6	-5	0.5	0	-3	-2.1	-0.5
CC(=O)c1ccc(NC(=O)CSc2nccn2C)cc1	4.1	1.4	0	0.1	-1.3	-7	4.7	-2	-3	-1.9	0.5
Cc1ccc(C(=O)/C=C/c2ccc(Br)cc2)o1	2.8	1.1	.	-0.8	-0.8	-6	0.8	-1	-3	-1.2	-1.2
O=C(O/N=C1\CCCCC1c1ccc([N+](=O)[O-])cc1[N+](=O)[O-])c1c(F)cccc1F (centres undefined)	1.3	0.3	-7	-0.7	-1.1	5	2.5	-3	3	0.6	-0.1
COc1ccccc1Nc1nc(NCc2ccco2)c2ccccc2n1	-0.5	.	3	-1.0	-2.0	-2	-2.5	-6	-3	0.0	-1.0
COC(=O)c1ccsc1NC(=O)CN1CCN(c2ncccn2)CC1	4.5	0.7	-2	-2.0	-1.5	8	-3.4	-2	2	0.3	0.2
CCCN1CCc2c(sc(NC(=O)CCS(=O)(=O)c3ccccc3)c2C(=O)OC)C1	3.3	0.7	-1	1.1	-0.1	-10	0.1	0	-8	-1.1	7.3*
O=C(NCc1ccco1)c1csc2c1CCCCC2	2.5	0.8	3	-2.7	-1.5	-1	-1.6	0	-2	0.9	0.0
CC(C)c1ccc(C(=O)NNC(=O)c2n[nH]c(=O)c3ccccc23)cc1	0.6	0.2	-2	3.3	0.2	0	-0.1	0	0	-2.0	0.5
O=C(COC(=O)CCc1ccc(S(=O)(=O)N2CCOCC2)cc1)NCc1ccccc1	3.3	-1.0	-4	0.0	-0.8	0	-2.8	1	0	-2.9	0.0

Results in GC-A act, hgDAF-12 ag and ADAM10 inh, for 2 of the compounds above:
SMILES,GC-A act,hgDAF-12 ag,ADAM10 inh
COC(=O)c1ccsc1NC(=O)CN1CCN(c2ncccn2)CC1,-2,-3.4,8
CCCN1CCc2c(sc(NC(=O)CCS(=O)(=O)c3ccccc3)c2C(=O)OC)C1,-1,0.1,-10

Continued:
SMILES	FXN GAA850 act	DAX1 inh-1	GC-A act	hcDAF-12 act	ssDAF12 agonist	ADAM10 inh	hgDAF-12 ag	SMARCA2 act	ADAM17 inh	PG9 Ab binder	DAX1 inh-2
Cc1ccc(CSCCNC(=O)c2ccccc2)cc1	2.3	-0.5	0	-2.6	-1.4	6	0.5	-5	-2	-0.1	0.1
CCOc1ccc(S(=O)(=O)N2CCN(C(=O)c3cc(-c4ccccc4)nn3-c3ccccc3)CC2)cc1	0.4	-0.6	0	0.9	-0.5	0	-0.2	-3	-4	-0.3	0.2
CNC(=O)c1nnc(Cc2ccc(F)cc2)o1	1.0	0.0	7	-2.2	-0.6	-8	-0.4	-3	-1	-2.1	-0.4
CCCn1cc(S(=O)(=O)CC(=O)Nc2ccc(OCC)cc2)c2ccccc21	-4.0	0.1	3	-2.5	-0.9	-3	-1.8	-2	-6	0.6	-0.7
CCOC(=O)c1sc(NC(=O)CSc2ncn[nH]2)c(C#N)c1C	-1.2	-0.6	25	-0.7	-1.4	-2	0.2	-3	-2	-0.3	-0.2
O=C(NCc1ccc(Cl)cc1)c1ccc(CNc2c(N3CCCC3)c(=O)c2=O)cc1	1.7	-1.5	-4	0.5	-0.8	-2	-2.2	0	-2	-0.4	0.1
CCOC(=O)N1CCC(N2C(=O)c3ccccc3C2Nc2ccc3c(C)cc(=O)oc3c2)CC1 (centres undefined)	0.5	5.4*	-7	4.2	-1.5	i	-1.7	0	i	0.7	0.6
CCOC(=O)N1CCN(C(=O)COC(=O)CNC(=O)c2ccc(C)cc2)CC1	0.2	0.9	1	-0.7	-1.0	-14	-2.4	-2	1	1.6	-1.5
CCNc1nnc(SCC(=O)c2cc(C)n(C3CC3)c2C)s1	0.2	0.5	-2	-1.7	-1.5	2	-0.9	0	-3	-0.6	0.5
COc1ccc(C2=NN(c3nc(C(=O)O)cs3)C(O)(C(F)(F)F)C2)c(OC)c1 (centres undefined)	0.5	-0.6	0	-2.2	0.1	i	0.9	0	-273	2.1	0.5
CC(=O)NC(CC(=O)NC1CCCCC1)c1ccccc1 (centres undefined)	-0.7	0.6	1	-1.2	-1.4	-8	1.2	-1	-3	0.1	-0.7
COc1cccc(NC(=O)c2cc([N+](=O)[O-])ccc2N2CCN(C)CC2)c1	0.8	-0.4	2	0.6	-1.1	3	-0.3	0	7	1.1	-0.5
CC(=O)NCCc1cc2cc(C)c(C)cc2[nH]c1=O	3.2	0.3	3	-1.5	-0.8	-44	0.5	1	-14	-2.0	-0.3
N#Cc1ccccc1N1CCN(C(=O)C2CCN(c3ncnc4c3sc3cccc(F)c34)CC2)CC1	.	.	-3	-5.1	-2.2	-75	-8.7	-7	-6	.	-4.5
COc1ccc(OC)c(/C=N/NC(=O)c2ccc3nc[nH]c3c2)c1	-0.8	1.9	-1	-1.0	-0.9	-258	2.7	-4	-102	-2.5	0.7
COc1ccccc1Oc1coc2c(CN(C)C)c(O)ccc2c1=O	1.9	-0.7	11	-0.1	-0.7	i	-0.6	3	i	0.6	0.6
N#CCOc1ccccc1CNC[C@H]1O[C@@H](n2cnc(C(N)=O)n2)[C@H](O)[C@@H]1O	0.6	3.3	3	-0.8	-0.8	3	-1.3	-5	9.7*	0.6	2.7

Rows are unselected; about 6.8% have a hit in one of these screens.
